# Bioassay records (PubChem BioAssay)
# IMP-1 inhibitor: IMP-1 metallo-beta-lactamase inhibitors, primary screen, biochemical, epi-absorbance readout, Pseudomonas aeruginosa enzyme; purified IMP-1, nitrocefin hydrolysis, epi-absorbance fluorescence; actives 0.45% (n = 290,000); metallo-beta-lactamase IMP-1 (Pseudomonas aeruginosa); inhibition, % at 5.6 µM;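 active = inhibition above the mean plus 3 SD of all compounds in the same screening run, cut at about 4.5% in these data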;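 also: 0% = IMP-1 with DMSO and 100% = DMSO wells lacking enzyme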
#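 System: Purified IMP-1 | Read-out basis: Percent enzyme inhibition | Controls: IMP-1 with DMSO as 0%, enzyme-free DMSO as 100% | Replicates: One well per compound | Doses: 5.6 µM nominal single concentration | Detection: Epi-absorbance fluorescence, 480 nm excitation, 530 nm emission | Incubation: 25 °C, 15 min preincubation, 25 min reaction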
# PHOSPHO1 block: PubChem AID 1565; recombinant PHOSPHO1, absorbance phosphatase assay; Phosphoethanolamine/phosphocholine phosphatase (Homo sapiens), Q8TCT1; actives 1.1% (n = 290,000); inhibition, % at 13.3 µM; in the data active = inhibition above about 60%
# Target sequence (Q8TCT1 whole entry, looked up): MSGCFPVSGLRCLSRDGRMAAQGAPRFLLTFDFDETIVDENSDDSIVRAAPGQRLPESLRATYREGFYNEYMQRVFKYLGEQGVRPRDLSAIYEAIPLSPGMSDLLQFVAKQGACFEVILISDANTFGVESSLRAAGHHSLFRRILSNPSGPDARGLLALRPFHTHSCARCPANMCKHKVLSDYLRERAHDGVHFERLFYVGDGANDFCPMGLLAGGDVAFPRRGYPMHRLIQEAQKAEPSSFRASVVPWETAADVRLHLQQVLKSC
# pCIP destab: p/CIP-EGFP fusion destabilizers, primary screen, fluorescence, F442A cells | Q05BA5 | 16 h | decrease of EGFP signal, % at 10 µM | actives 0.01% (n = 290,000) | AID 1984, 2009;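 active = EGFP signal decrease of at least 30% at 10 µM or well 3 SD below plate mean, unless failing retest; inactive = the rest, including hits failing retest or dose response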; also: some compounds called inactive have numbers as strong as hits; many of its hits are not listed in these tables
# VIM-2 inh: VIM-2 metallo-beta-lactamase inhibitors, primary screen, biochemical, epi-absorbance readout, Pseudomonas aeruginosa enzyme. purified VIM-2, nitrocefin hydrolysis, epi-absorbance fluorescence. inhibition, % at 5.6 µM. actives 0.89% (n = 290,000);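 active = inhibition above the mean of all tested compounds plus 3 SD, cutoff set per screening run, cut at about 7.5% in these data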;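 also: red hydrolysis product quenches plate fluorescence so inhibitors raise well fluorescence; 0% = enzyme with DMSO and 100% = DMSO without enzyme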
# IDE cell activ: human IDE activators in live cells, primary screen, fluorescence polarization, HEK cells, FAbeta-B substrate; Insulin-degrading enzyme (Homo sapiens), P14735; FAbeta-B cleavage; 0% vehicle, 100% cell-free pure enzyme wells; activation, % at 5.96 µM; actives 0.073% (n = 340,000); AID 493087, 2011;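 active = activation above the mean of all tested compounds plus 3 SD, set per screening campaign, cut at about 17% in these data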
# FID counter: compounds displacing fluorescent DNA intercalator, primary screen, artefact control for HCV NS3 helicase inhibitor project, biochemical, FID fluorescence; DNA fluorescent intercalator displacement; inhibition, % at 7.9 µM; actives 0.17% (n = 290,000); in the data active = inhibition above about 37%;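 also: 0% = vehicle and 100% = reference compound; higher means more ethidium bromide displaced from hairpin DNA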
# SUMO HTRF inh: inhibitors of in vitro SUMOylation cascade, primary screen, biochemical, HTRF, uHTS. HTRF SUMOylation assay, SAE1/SAE2 + UBC9. actives 0.36% (n = 290,000). SUMO-conjugating enzyme UBC9 (Homo sapiens), P63279. AID 2006, 2009. inhibition, % at 35 µM; in the data active = inhibition above about 50%, passing the limit was not always enough; also: strong numbers were not always called active
# Target sequence (P63279 whole entry, looked up): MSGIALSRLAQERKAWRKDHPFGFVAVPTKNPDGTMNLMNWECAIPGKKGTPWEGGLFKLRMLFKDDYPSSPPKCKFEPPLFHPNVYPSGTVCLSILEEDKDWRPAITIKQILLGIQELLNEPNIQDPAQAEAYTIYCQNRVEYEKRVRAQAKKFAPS
# MEKK3 PB1 HTS: modulators of MEKK3-MEK5 PB1 binding, primary screen, biochemical, wildtype MEKK3, multiplex bead flow cytometry, Alexa488-MEK5; binding response (% of control), % at 10 µM; Mitogen-activated protein kinase kinase kinase 3 (Homo sapiens), Q99759; AID 1529, 2009; actives 1.4% (n = 290,000); bead-based flow cytometry, Alexa488-MEK5 binding to MEKK3; actives lie on both sides; 0 = blocked by unlabeled MEK5, 100 = vehicle;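 active = binding response more than 3 SD above or below the average of its plate-row segment, actives on both sides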;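 also: Alexa488 bead fluorescence after subtracting the streptavidin-only scavenger bead signal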
# Target sequence (Q99759 whole entry, looked up): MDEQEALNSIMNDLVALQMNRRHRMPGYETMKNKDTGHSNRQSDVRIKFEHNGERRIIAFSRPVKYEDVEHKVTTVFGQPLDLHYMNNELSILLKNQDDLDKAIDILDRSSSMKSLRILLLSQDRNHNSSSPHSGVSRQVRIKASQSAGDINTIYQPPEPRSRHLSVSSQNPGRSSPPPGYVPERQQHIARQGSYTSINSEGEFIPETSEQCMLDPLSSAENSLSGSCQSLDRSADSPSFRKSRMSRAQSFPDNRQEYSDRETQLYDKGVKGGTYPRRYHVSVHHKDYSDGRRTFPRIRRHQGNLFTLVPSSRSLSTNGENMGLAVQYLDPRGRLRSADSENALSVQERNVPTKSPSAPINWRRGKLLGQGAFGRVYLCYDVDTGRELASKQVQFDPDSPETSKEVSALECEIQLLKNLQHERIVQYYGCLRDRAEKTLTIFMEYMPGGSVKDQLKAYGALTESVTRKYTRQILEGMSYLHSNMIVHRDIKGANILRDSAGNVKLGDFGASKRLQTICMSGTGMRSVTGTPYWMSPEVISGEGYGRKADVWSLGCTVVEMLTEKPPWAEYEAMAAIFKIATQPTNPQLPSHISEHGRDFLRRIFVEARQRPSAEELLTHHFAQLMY
# HCV NS3 hel inh: inhibitors of HCV NS3 helicase, primary screen, biochemical, Cy5 molecular beacon fluorescence; NS3 helicase DNA unwinding; inhibition, % at 10.9 µM; actives 0.56% (n = 290,000); AID 1800, 2009;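 active = inhibition above the mean of all tested compounds plus 3 SD, set per campaign, cut at about 35% in these data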;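 also: 0% = DMSO wells and 100% = thioflavine S control wells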
#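 Test system: hepatitis C virus NS3 helicase domain fragment enzyme. Also added: annealed dual-labelled DNA beacon duplex, ATP-started. Timing: 60 min unwinding reaction at 25 °C after ATP addition. Technique: Cy5 fluorescence. Measure: % inhibition of unwinding.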
# * hit, by the source's call; nt = no result given. Not all compounds are listed; rates above refer to the full screens.
(1) O=C(CSc1nnc(COc2ccc(Cl)cc2)o1)NC1CC2CCC1C2 (stereo not given)
(2) CCOC(=O)c1c(NC(=O)C2C3CCC(O3)C2C(=O)O)sc2c1CCCC2 (stereo not given)
(3) CC(C)c1ccc(/C=N/NC(=O)C2CCCC2)cc1
(4) CCOC(=O)c1ccc2c(c1)N(CC(=O)N1CCCCC1)C(=O)C(C)(C)O2
(5) COC(=O)C1C/C(=N/NS(=O)(=O)c2ccc(C)cc2)CS1 (stereo not given)
(6) COc1ccc(N2CCN(Cc3nc4c(c(=O)n(C)c(=O)n4C)n3CC(C)=O)CC2)cc1
(7) O=C(/C=C/c1ccc(NC(=O)c2ccccc2-c2ccccc2C(=O)O)cc1)c1ccccc1
(8) O=C(CSc1nnc(CN2CCOCC2)n1-c1ccccc1)N1CCc2ccccc21
(9) Cc1ccc(CSc2nnc(-c3ccco3)o2)cc1
(10) CCOC(=O)N1CCN(C(=O)Nc2sc3nc4n(c(=O)c3c2C)CCC(C)CC4)CC1 (stereo not given)
entry no.,1,2,3,4,5,6,7,8,9,10
IMP-1 inhibitor,-1.4,-3.1,-5.2,1.4,0.1,-1.6,-0.7,-2.3,-2.8,-2.2
PHOSPHO1 block,40,12,11,11,41,-4,19,-4,13,74*
pCIP destab,-5,0,16,-11,-1,-8,4,-5,1,-4
VIM-2 inh,-0.5,-1.3,-3.5,-0.9,0.0,-2.2,3.6,-2.5,0.2,-3.9
IDE cell activ,2,6,4,3,2,1,-1,1,-4,0
FID counter,-28,-45,-36,-25,-11,-11,-5,-20,-2,-28
SUMO HTRF inh,6,-4,0,8,-9,-10,37,19,5,12
MEKK3 PB1 HTS,103,99,105,111,101,101,105,97,nt,97
HCV NS3 hel inh,-16,13,-7,-3,4,-8,26,3,-3,4

(11) COc1cccc(C2NC(=O)NC(C)=C2C(=O)Nc2ccccc2C)c1 (stereo not given)
(12) Cc1cc(C(=O)Nc2ccc(N3CCCCC3)cc2)no1
(13) O=C(CSc1nnnn1-c1ccc(Cl)cc1)NC(=O)Nc1ccc2c(c1)OCCO2
(14) Cc1cc(C)n2nc(-c3cccc(Br)c3)cc2n1
(15) CCc1cc(C(=O)N2CCCC(C(=O)c3cccc4ccccc34)C2)n(C)n1 (stereo not given)
(16) COc1ccccc1N(CC(=O)NC1CCCCC1)S(=O)(=O)c1ccccc1
(17) Cc1ccc2c(c1)C1CN(C)CCC1N2C(=O)COc1ccc(N(C)S(=O)(=O)c2cccs2)cc1 (stereo not given)
(18) CCOc1ccc(N(CC(=O)NC2CCCCC2)C(=O)CCC(=O)Nc2nccs2)cc1
(19) Cc1ccc(C(=O)N2CCc3ccccc3C2)cc1S(=O)(=O)N1CCOCC1
(20) CC(C)Cn1c(N)c(C(=O)COC(=O)c2cccc(Cl)c2)c(=O)n(C)c1=O
entry no.,11,12,13,14,15,16,17,18,19,20
IMP-1 inhibitor,-2.3,-3.1,-3.4,-2.6,-0.6,-0.9,-1.1,-1.4,3.4,-3.2
PHOSPHO1 block,-11,33,10,44,35,11,24,19,24,6
pCIP destab,0,-7,-2,9,-10,3,3,2,-4,-14
VIM-2 inh,-2.9,-1.0,-2.6,0.3,0.1,-0.9,-0.4,1.6,-1.3,0.0
IDE cell activ,nt,4,1,-2,1,7,-2,3,-3,-1
FID counter,-4,-6,-4,-21,-27,-37,24,-44,-34,-9
SUMO HTRF inh,8,7,26,2,3,1,6,-6,16,-3
MEKK3 PB1 HTS,103,99,90,109,98,104,76,98,109,99
HCV NS3 hel inh,9,-10,1,-3,-4,-7,-61,-1,-1,-9

(21) CCC(CO)n1cnnc1-c1ccncc1 (stereo not given)
(22) COc1ccc(/C=C2\SC(=S)N(CC3CCCO3)C2=O)cc1 (stereo not given)
(23) CCOC(=O)CSc1[nH]c(=O)cc(C)c1C#N
(24) CCn1c(N2CCN(S(=O)(=O)CC)CC2)nc2ccccc21
(25) CN(C)S(=O)(=O)c1ccc(C(=O)Nc2nc(-c3cc4ccccc4o3)cs2)cc1
(26) COCc1c(C#N)c(NCc2cc(OC)c(OC)c(OC)c2)nc(C)c1[N+](=O)[O-]
(27) O=C(CCS(=O)(=O)c1ccccc1)OCc1ccc([N+](=O)[O-])cc1
(28) Cc1ccc(S(=O)(=O)CCC(=O)Nc2ccc3nc(C)sc3c2)cc1
(29) Cc1ccc(NS(=O)(=O)c2ccc(NC(=O)c3ccc(-c4ccccc4)cc3)cc2)c(C)c1
(30) O=c1c2ccccc2nc(/C=C/c2cccnc2)n1Cc1ccccc1
entry no.,21,22,23,24,25,26,27,28,29,30
IMP-1 inhibitor,-3.4,-0.4,-2.8,-2.6,-4.3,-2.9,-1.4,-2.5,-3.4,-1.2
PHOSPHO1 block,-6,4,-1,19,-16,42,-24,12,nt,39
pCIP destab,-5,-8,-2,-5,-9,-10,0,-14,nt,-2
VIM-2 inh,-3.8,1.8,1.8,-2.3,-2.9,3.5,0.5,-0.5,-1.4,-2.2
IDE cell activ,4,2,6,4,8,6,3,-4,-2,-1
FID counter,-2,-7,-1,-1,-3,-33,-3,-20,0,-14
SUMO HTRF inh,0,-5,12,-2,10,3,5,11,nt,82*
MEKK3 PB1 HTS,99,92,100,104,104,86,97,102,102,95
HCV NS3 hel inh,-5,-1,-8,7,7,3,-7,5,1,14

# One compound at a time, as listed above. Screens in order: IMP-1 inhibitor	PHOSPHO1 block	pCIP destab	VIM-2 inh	IDE cell activ	FID counter	SUMO HTRF inh	MEKK3 PB1 HTS	HCV NS3 hel inh
# `COc1ccc(/C=C2\SC(=S)N(CC3CCCO3)C2=O)cc1` (stereo not given) is listed with -0.4	4	-8	1.8	2	-7	-5	92	-1
# `Cc1ccc(S(=O)(=O)CCC(=O)Nc2ccc3nc(C)sc3c2)cc1` is listed with -2.5	12	-14	-0.5	-4	-20	11	102	5
# `CN(C)S(=O)(=O)c1ccc(C(=O)Nc2nc(-c3cc4ccccc4o3)cs2)cc1` is listed with -4.3	-16	-9	-2.9	8	-3	10	104	7
# `O=c1c2ccccc2nc(/C=C/c2cccnc2)n1Cc1ccccc1` is listed with -1.2	39	-2	-2.2	-1	-14	82*	95	14
# `COCc1c(C#N)c(NCc2cc(OC)c(OC)c(OC)c2)nc(C)c1[N+](=O)[O-]` is listed with -2.9	42	-10	3.5	6	-33	3	86	3

# Remaining list, next part
(31) COc1cc(NC(=O)Cn2c(C)cc3ccccc3c2=O)cc(OC)c1OC
(32) CN1CCN(C(=O)c2cc3c(s2)-c2ccccc2S(=O)(=O)C3)CC1
(33) COc1ccc(OCC(O)CN2CCOCC2)cc1 (stereo not given)
(34) Cc1ccc(NC(=O)c2ccc(C(C)(C)C)cc2)cc1-n1cnnn1
(35) COc1ccc(/C=C/c2cc(C(F)(F)F)[nH]c(=O)n2)cc1OC
(36) CCn1c(NCc2ccccn2)nc2ccccc21
(37) C/C=C/C(=O)Nc1cccc(C2=NOC3(C2)C[C@H](C(N)=O)N(C(=O)/C=C/C)C3)c1 (stereo not given in full)
(38) COc1ccccc1-c1nnc(C2CCN(S(=O)(=O)c3ccc([N+](=O)[O-])cc3)CC2)o1
(39) CCOC(=O)c1c(C)[nH]c(C(=O)OCCOc2ccccc2C)c1C
(40) CC1=C(C#N)c2nc(N)c(C#N)c(C)c2/C1=C\c1ccc(OCC(=O)O)c(Cl)c1
entry no.,31,32,33,34,35,36,37,38,39,40
IMP-1 inhibitor,1.2,-2.3,-2.0,1.3,-2.3,-4.1,nt,-0.2,-2.8,-1.5
PHOSPHO1 block,6,-18,8,-5,-8,-4,22,42,-27,71*
pCIP destab,-3,-15,7,2,-13,-5,-3,-11,0,-11
VIM-2 inh,2.0,1.6,-1.6,0.9,0.7,0.8,nt,1.8,-2.6,0.7
IDE cell activ,-1,2,5,-1,nt,4,2,4,4,0
FID counter,-2,6,0,-17,-14,2,nt,-60,-12,-20
SUMO HTRF inh,4,8,11,10,27,18,4,7,-25,19
MEKK3 PB1 HTS,112,92,96,101,101,108,74,102,99,88
HCV NS3 hel inh,1,4,1,-16,8,-4,nt,-15,5,31

(41) Cc1cccc(NS(=O)(=O)c2c(C)[nH]c(C)c2C(=O)N2CCCC2)c1
(42) CCOC(=O)c1c(CN(CC)CC)oc2ccc(OC)cc12
(43) Cc1cc(C(=O)NNC2CC(=O)N(c3ccc4ccccc4c3)C2=O)c(C)o1 (stereo not given)
(44) CCCc1nc2oc3cc(OC)ccc3c(=O)c2c(=O)n1Cc1ccco1
(45) Oc1ccc(Cl)cc1CNc1ccccn1
(46) O=C(Nc1nnc(C2COc3ccccc3O2)o1)c1ccc(F)cc1 (stereo not given)
(47) Nc1c(-c2cccs2)cnc2c(-c3ccc(F)cc3)cnn12
(48) COc1ccc(Cl)cc1C(=O)NNC(=O)CN1C(=O)C2CC=CCC2C1=O (stereo not given)
(49) O=C(COc1ccccc1)N1CCN=C1SCc1cccc(F)c1
(50) CC1CC(C)CN(c2ncnc3c2cnn3-c2ccc(Cl)cc2)C1 (stereo not given)
(51) COc1ccc([N+](=O)[O-])cc1NC(=S)NC(NC(=O)C(c1ccccc1)c1ccccc1)C(Cl)(Cl)Cl (stereo not given)
entry no.,41,42,43,44,45,46,47,48,49,50,51
IMP-1 inhibitor,-2.8,-0.8,-2.0,-5.2,-0.6,-6.5,-4.8,-4.3,-2.9,-1.2,-1.3
PHOSPHO1 block,18,4,24,-27,30,3,24,25,51,-15,18
pCIP destab,10,-4,7,-16,-8,1,-7,-34,0,0,-1
VIM-2 inh,-2.0,-1.1,-3.6,-0.6,-2.0,-3.7,-2.7,-4.4,-2.5,-3.2,0.6
IDE cell activ,4,3,11,-2,9,0,-1,-5,5,1,1
FID counter,-15,-2,-27,-19,1,-14,2,-4,-7,2,4
SUMO HTRF inh,2,6,-14,1,-5,5,-16,9,9,-5,5
MEKK3 PB1 HTS,101,112,nt,83,99,97,94,102,113,104,103
HCV NS3 hel inh,2,2,15,13,-1,10,-7,1,0,-6,0
